Bfl-1 Bim block: human Bim-Bfl-1 interaction inhibition. AID 1008. Bead-based flow cytometry, Bim-Bfl-1 binding inhibition. Q16548. actives 0.12% (n = 190,000). inhibition, % at 10 µM;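 note: 0% = wells without compound plus tracer and 100% = blocker peptide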
Bcl-2 Bim block: human Bim-Bcl-2 interaction inhibition; actives 0.06% (n = 190,000); AID 950; inhibition, % at 10 µM; Bead-based flow cytometry, Bim peptide-Bcl-2 binding; in the data active = inhibition above about 40%; inconclusive = no clear call, values can overlap the other calls;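 note: 0% = no compound wells with probe peptide and 100% = reference peptide inhibitor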
ABCG2 inh: human ABCG2 inhibition, ABCB1 as counter-screen | inhibition, % at 6.6 µM | Q9UNQ0 | IgMXP3 cells, JC-1 efflux, flow cytometry | actives 0.1% (n = 190,000);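 active = inhibition above 80%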;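 note: 0% = DMSO and 100% = nicardipine control wells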
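Times: 10 min at 25 °C | Test system: Two drug-resistant human cell lines, ABCG2 and ABCB1 | Quantity: 3 million cells/mL final, two lines in 1:1 ratio | Signal: Flow cytometry, 530 nm JC-1 signal | Dosing: Compound at 6.6 µM | Controls: Nicardipine and DMSO wells | Reagent: JC-1 as fluorescent efflux pump substrate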
RGS8-Gao: human RGS8-Galphao interaction regulation; P09471; multiplexed bead flow cytometry, RGS8-Galphao binding; actives lie on both sides; response (percent of control binding), % at 10 µM; actives 0.34% (n = 220,000); in the data active = response below about 60% or above about 140%; inactive = in between;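 note: Galphao activated as the GDP aluminium fluoride complex binding bead-coupled RGS8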
Bcl-W Bim block: human Bim-Bcl-W interaction inhibition. bead-based flow cytometry, Bim peptide-Bcl-W binding. inhibition, % at 10 µM. actives 0.02% (n = 190,000). AID 952;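 note: 0% = bound tracer without compound and 100% = peptide blocker; higher means less fluorescent Bim peptide bound to Bcl-W beads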
Bcl-B Bim block: disrupts Bim peptide binding to human Bcl-B; Q9HD36; bead-based flow cytometry; inhibition, % at 10 µM; actives 0.073% (n = 190,000);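 note: 0% = tracer peptide without compound and 100% = reference inhibitor peptide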
RGS7-Gao reg: regulators of human RGS7-Galphao interaction; P09471; Multiplexed bead flow cytometry, RGS7-Galphao binding; actives lie on both sides; binding response (% of control), % at 10 µM; actives 0.35% (n = 220,000); AID 1439; in the data active = binding response below about 49% or above about 150%; inconclusive = no clear call, values can overlap the other calls; inactive = in between;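 note: fluorescent Galphao held in activated GDP-AlF4 state binding bead-coupled RGS7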
GSH fluor: compound fluoresces at 488/530 nm on GSH beads. GSH beads flow cytometry, compound fluorescence 488/530 nm; hits give high values. fluorescence (KMESF) at 10 µM. actives 0.25% (n = 190,000). AID 1776; in the data active = fluorescence above about 89;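 note: glutathione beads carrying GST-tagged Bcl family fusion proteins plus one bare bead set; values are compound well signal with DMSO vehicle wells as background; inactives centre near 16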
RGS4-Gao reg: modulates binding of RGS4 to human Galphao | AID 1415 | Multiplexed bead flow cytometry; actives lie on both sides | binding response (% of control), % at 10 µM | actives 0.33% (n = 220,000); in the data active = binding response below about 49% or above about 150%; inactive = in between;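 note: fluorescent Galphao activated with aluminum fluoride binding bead-coupled RGS4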
ABCB1 block: blocks JC-1 efflux by human ABCB1 transporter; P08183; CCRF-Adr cells, flow cytometry; inhibition, % at 6.6 µM; actives 0.067% (n = 190,000); AID 1326; in the data active = inhibition above about 40%;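 note: 0% = vehicle and 100% = reference inhibitor; higher value means more JC-1 retained so stronger ABCB1 efflux block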
Bcl-XL Bim block: disrupts Bim peptide binding to human Bcl-XL; bead flow cytometry, fluorescence; actives 0.04% (n = 190,000); AID 1007; inhibition, % at 10 µM
* = called active by the depositor; & = joins results of further samples. Cut-off read from the data, not from the text of the source, unless noted: active = inhibition above about 40%.

How did CC1CN(C(=O)Cc2ccc(-c3ccccc3)cc2)CC(C)O1 (stereo not drawn) do in these assays?
Bfl-1 Bim block: -2; Bcl-2 Bim block: 0; ABCG2 inh: 4; RGS8-Gao: 100; Bcl-W Bim block: -1; Bcl-B Bim block: 0; RGS7-Gao reg: 103; GSH fluor: 18; RGS4-Gao reg: 100; ABCB1 block: 2.0; Bcl-XL Bim block: 2

Results for CCn1nc(C(C)C(=O)O)c2ccccc2c1=O (stereo not drawn) ?
Bfl-1 Bim block: -3; Bcl-2 Bim block: -2; ABCG2 inh: 0; RGS8-Gao: 100; Bcl-W Bim block: -4; Bcl-B Bim block: 0; RGS7-Gao reg: 98; GSH fluor: 12; RGS4-Gao reg: 100; ABCB1 block: 0.0; Bcl-XL Bim block: 0

What do the screens show for `CC1(C)Cc2c(sc(NC(=O)C3CC(Cl)=CCC3C(=O)O)c2C#N)CO1` (stereo not drawn)?
Bfl-1 Bim block: -8; Bcl-2 Bim block: -3; ABCG2 inh: 1; RGS8-Gao: 104; Bcl-W Bim block: -6; Bcl-B Bim block: -3; RGS7-Gao reg: 106; GSH fluor: 19; RGS4-Gao reg: 104; ABCB1 block: 0.1; Bcl-XL Bim block: -2

How did CC1=C(C#N)C(c2cccnc2)C2=C(N1)c1ccccc1C2=O (stereo not drawn) do in these assays?
Bfl-1 Bim block: -2; Bcl-2 Bim block: -2; ABCG2 inh: 2; RGS8-Gao: 97; Bcl-W Bim block: -3; Bcl-B Bim block: -1; RGS7-Gao reg: 98; GSH fluor: 62; RGS4-Gao reg: 100; ABCB1 block: 0.2; Bcl-XL Bim block: -3

Results for CCOc1ccc(N2CC(C(=O)Nc3c(C)n(C)n(-c4ccccc4)c3=O)CC2=O)cc1 (stereo not drawn) ?
Bfl-1 Bim block: -3; Bcl-2 Bim block: -4; ABCG2 inh: 2; RGS8-Gao: 103; Bcl-W Bim block: -1; Bcl-B Bim block: -2; RGS7-Gao reg: 102; GSH fluor: 13; RGS4-Gao reg: 100; ABCB1 block: -0.2; Bcl-XL Bim block: -2

What do the screens show for `CCOc1cc(C(=O)N2CCN(C/C=C/c3ccccc3)CC2)cc(OCC)c1OCC`?
Bfl-1 Bim block: -7; Bcl-2 Bim block: -4; ABCG2 inh: 1; RGS8-Gao: 103; Bcl-W Bim block: 0; Bcl-B Bim block: -7; RGS7-Gao reg: 99; GSH fluor: 50; RGS4-Gao reg: 100; ABCB1 block: 1.0; Bcl-XL Bim block: -11

Results for Cn1ncc(Br)c1C(=O)Nc1ccc(Br)cn1 ?
Bfl-1 Bim block: -2; Bcl-2 Bim block: 0; ABCG2 inh: -2; RGS8-Gao: 103; Bcl-W Bim block: -6; Bcl-B Bim block: -5; RGS7-Gao reg: 96; GSH fluor: 9; RGS4-Gao reg: 100; ABCB1 block: -0.5; Bcl-XL Bim block: -7

How did Cc1noc(C)c1CSc1ncnc2sc3c(c12)CCCCC3 do in these assays?
Bfl-1 Bim block: 0; Bcl-2 Bim block: -2; ABCG2 inh: 0; RGS8-Gao: 97; Bcl-W Bim block: -5; Bcl-B Bim block: -10; RGS7-Gao reg: 96; GSH fluor: 21; RGS4-Gao reg: 96; ABCB1 block: 2.8; Bcl-XL Bim block: -6

What do the screens show for `Cc1cc(-c2ccccc2)nc2cc(C(=O)NCCCn3ccnc3)nn12`?
Bfl-1 Bim block: -18; Bcl-2 Bim block: -13; ABCG2 inh: 38; RGS8-Gao: 102; Bcl-W Bim block: -6; Bcl-B Bim block: -7; RGS7-Gao reg: 102; GSH fluor: 27; RGS4-Gao reg: 103; ABCB1 block: 0.5; Bcl-XL Bim block: -11

What do the screens show for `CCN(CC)C(=O)CSc1nc2ccccc2c(=O)n1OC(C)C`?
Bfl-1 Bim block: -14; Bcl-2 Bim block: -10; ABCG2 inh: 5; RGS8-Gao: 102; Bcl-W Bim block: 1; Bcl-B Bim block: -2; RGS7-Gao reg: 105; GSH fluor: 24; RGS4-Gao reg: 100; ABCB1 block: 0.8; Bcl-XL Bim block: -2

Results for Cc1sc2ncnc(N(C)Cc3ccco3)c2c1C ?
Bfl-1 Bim block: -4; Bcl-2 Bim block: -3; ABCG2 inh: 3; RGS8-Gao: 99; Bcl-W Bim block: -1; Bcl-B Bim block: -6; RGS7-Gao reg: 96; GSH fluor: 32; RGS4-Gao reg: 100; ABCB1 block: 0.3; Bcl-XL Bim block: 0

How did O=C(CCc1ccccc1)Nc1nnc(-c2ccc3c(c2)OCCO3)o1 do in these assays?
Bfl-1 Bim block: -3; Bcl-2 Bim block: -1; ABCG2 inh: 2; RGS8-Gao: 97; Bcl-W Bim block: 2; Bcl-B Bim block: 1; RGS7-Gao reg: 97; GSH fluor: 10; RGS4-Gao reg: 98; ABCB1 block: 0.6; Bcl-XL Bim block: 2

How did O=c1oc2ccccc2c(NCCO)c1[N+](=O)[O-] do in these assays?
Bfl-1 Bim block: -4; Bcl-2 Bim block: -2; ABCG2 inh: 0; RGS8-Gao: 100; Bcl-W Bim block: -3; Bcl-B Bim block: -1; RGS7-Gao reg: inconclusive; GSH fluor: 10; RGS4-Gao reg: 100; ABCB1 block: -0.2; Bcl-XL Bim block: 0

What do the screens show for `Cc1ccc(OCC(=O)Nc2ccc3c(c2)OCO3)c(C)c1`?
Bfl-1 Bim block: -6; Bcl-2 Bim block: -3; ABCG2 inh: 12; RGS8-Gao: 102; Bcl-W Bim block: 0; Bcl-B Bim block: 0; RGS7-Gao reg: 103; GSH fluor: 11; RGS4-Gao reg: 104; ABCB1 block: 0.6; Bcl-XL Bim block: 0

Results for S=C(NCCCN1CCOCC1)NC1CC1 ?
Bfl-1 Bim block: -6; Bcl-2 Bim block: -4; ABCG2 inh: -2; RGS8-Gao: 100; Bcl-W Bim block: -4; Bcl-B Bim block: -7; RGS7-Gao reg: 98; GSH fluor: 9; RGS4-Gao reg: 98; ABCB1 block: 0.3; Bcl-XL Bim block: -7

What do the screens show for `COc1cccc(CNc2ncn[nH]2)c1OCc1ccccc1F`?
Bfl-1 Bim block: -4; Bcl-2 Bim block: 0; ABCG2 inh: 2; RGS8-Gao: 97; Bcl-W Bim block: 2; Bcl-B Bim block: -1; RGS7-Gao reg: 105; GSH fluor: 11; RGS4-Gao reg: 99; ABCB1 block: 1.5; Bcl-XL Bim block: -2

How did O=C(COc1ccc(C(=O)c2ccccc2)cc1)NCC(=O)Nc1ccccc1Br do in these assays?
Bfl-1 Bim block: 2; Bcl-2 Bim block: 0; ABCG2 inh: 49; RGS8-Gao: 106; Bcl-W Bim block: -1; Bcl-B Bim block: -1; RGS7-Gao reg: 102; GSH fluor: 8; RGS4-Gao reg: 103; ABCB1 block: 1.6; Bcl-XL Bim block: -3

What do the screens show for `CC1=C(C(=O)NCCc2ccc(C)cc2)C2(CCC(C)CC2)OC1=O` (stereo not drawn)?
Bfl-1 Bim block: -2; Bcl-2 Bim block: 0; ABCG2 inh: 2; RGS8-Gao: 98; Bcl-W Bim block: -1; Bcl-B Bim block: -2; RGS7-Gao reg: 107; GSH fluor: 17; RGS4-Gao reg: 108; ABCB1 block: 2.0; Bcl-XL Bim block: -3

How did CCOC(=O)c1cc(-c2ccc(C)cc2)n(CC(=O)NCc2ccco2)c1C do in these assays?
Bfl-1 Bim block: 4; Bcl-2 Bim block: 0; ABCG2 inh: 1; RGS8-Gao: 93; Bcl-W Bim block: -1; Bcl-B Bim block: 2; RGS7-Gao reg: 97; GSH fluor: 25; RGS4-Gao reg: 96; ABCB1 block: 0.4; Bcl-XL Bim block: 0

How did CCN(CC)S(=O)(=O)c1ccc(O)c(C(=O)OCC(=O)Nc2ccc(OC(F)(F)F)cc2)c1 do in these assays?
Bfl-1 Bim block: -3; Bcl-2 Bim block: -2; ABCG2 inh: -1; RGS8-Gao: 102; Bcl-W Bim block: -4; Bcl-B Bim block: -2; RGS7-Gao reg: 100; GSH fluor: 71; RGS4-Gao reg: 99; ABCB1 block: -0.5; Bcl-XL Bim block: -3

Results for Cc1cc(NC(=O)Cn2c(=O)c3c(ncn3CCC(C)C)n(Cc3ccccc3)c2=O)no1 ?
Bfl-1 Bim block: 0&-6; Bcl-2 Bim block: -2&-4; ABCG2 inh: 11&8; RGS8-Gao: 97&104; Bcl-W Bim block: -1&-3; Bcl-B Bim block: -3&-7; RGS7-Gao reg: 101&103; GSH fluor: 22&18; RGS4-Gao reg: 99&102; ABCB1 block: 2.7&1.8; Bcl-XL Bim block: -1&-2

At a glance, some entries already given:
How did O=c1oc2ccccc2c(NCCO)c1[N+](=O)[O-] do in these assays?
Bfl-1 Bim block: -4; Bcl-2 Bim block: -2; ABCG2 inh: 0; RGS8-Gao: 100; Bcl-W Bim block: -3; Bcl-B Bim block: -1; RGS7-Gao reg: inconclusive; GSH fluor: 10; RGS4-Gao reg: 100; ABCB1 block: -0.2; Bcl-XL Bim block: 0

What do the screens show for `Cc1ccc(OCC(=O)Nc2ccc3c(c2)OCO3)c(C)c1`?
Bfl-1 Bim block: -6; Bcl-2 Bim block: -3; ABCG2 inh: 12; RGS8-Gao: 102; Bcl-W Bim block: 0; Bcl-B Bim block: 0; RGS7-Gao reg: 103; GSH fluor: 11; RGS4-Gao reg: 104; ABCB1 block: 0.6; Bcl-XL Bim block: 0

Results for S=C(NCCCN1CCOCC1)NC1CC1 ?
Bfl-1 Bim block: -6; Bcl-2 Bim block: -4; ABCG2 inh: -2; RGS8-Gao: 100; Bcl-W Bim block: -4; Bcl-B Bim block: -7; RGS7-Gao reg: 98; GSH fluor: 9; RGS4-Gao reg: 98; ABCB1 block: 0.3; Bcl-XL Bim block: -7

What do the screens show for `COc1cccc(CNc2ncn[nH]2)c1OCc1ccccc1F`?
Bfl-1 Bim block: -4; Bcl-2 Bim block: 0; ABCG2 inh: 2; RGS8-Gao: 97; Bcl-W Bim block: 2; Bcl-B Bim block: -1; RGS7-Gao reg: 105; GSH fluor: 11; RGS4-Gao reg: 99; ABCB1 block: 1.5; Bcl-XL Bim block: -2

How did O=C(COc1ccc(C(=O)c2ccccc2)cc1)NCC(=O)Nc1ccccc1Br do in these assays?
Bfl-1 Bim block: 2; Bcl-2 Bim block: 0; ABCG2 inh: 49; RGS8-Gao: 106; Bcl-W Bim block: -1; Bcl-B Bim block: -1; RGS7-Gao reg: 102; GSH fluor: 8; RGS4-Gao reg: 103; ABCB1 block: 1.6; Bcl-XL Bim block: -3

What do the screens show for `CC1=C(C(=O)NCCc2ccc(C)cc2)C2(CCC(C)CC2)OC1=O` (stereo not drawn)?
Bfl-1 Bim block: -2; Bcl-2 Bim block: 0; ABCG2 inh: 2; RGS8-Gao: 98; Bcl-W Bim block: -1; Bcl-B Bim block: -2; RGS7-Gao reg: 107; GSH fluor: 17; RGS4-Gao reg: 108; ABCB1 block: 2.0; Bcl-XL Bim block: -3

Source: PubChem BioAssay
